Screening results (PubChem)
HKDC1 inh: inhibitors of human hexokinase HKDC1; Q2TB90; recombinant HKDC1, G6PDH/diaphorase resazurin coupled fluorescence; inhibition, % at 20 µM; 340,000 compounds, 0.16% hits;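 active = inhibition above about 35% when tested at 20 µM, limit read from the data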;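 note: plate controls were DMSO wells with enzyme for no effect and DMSO wells lacking enzyme for full effect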
Target sequence (Q2TB90 whole entry, looked up): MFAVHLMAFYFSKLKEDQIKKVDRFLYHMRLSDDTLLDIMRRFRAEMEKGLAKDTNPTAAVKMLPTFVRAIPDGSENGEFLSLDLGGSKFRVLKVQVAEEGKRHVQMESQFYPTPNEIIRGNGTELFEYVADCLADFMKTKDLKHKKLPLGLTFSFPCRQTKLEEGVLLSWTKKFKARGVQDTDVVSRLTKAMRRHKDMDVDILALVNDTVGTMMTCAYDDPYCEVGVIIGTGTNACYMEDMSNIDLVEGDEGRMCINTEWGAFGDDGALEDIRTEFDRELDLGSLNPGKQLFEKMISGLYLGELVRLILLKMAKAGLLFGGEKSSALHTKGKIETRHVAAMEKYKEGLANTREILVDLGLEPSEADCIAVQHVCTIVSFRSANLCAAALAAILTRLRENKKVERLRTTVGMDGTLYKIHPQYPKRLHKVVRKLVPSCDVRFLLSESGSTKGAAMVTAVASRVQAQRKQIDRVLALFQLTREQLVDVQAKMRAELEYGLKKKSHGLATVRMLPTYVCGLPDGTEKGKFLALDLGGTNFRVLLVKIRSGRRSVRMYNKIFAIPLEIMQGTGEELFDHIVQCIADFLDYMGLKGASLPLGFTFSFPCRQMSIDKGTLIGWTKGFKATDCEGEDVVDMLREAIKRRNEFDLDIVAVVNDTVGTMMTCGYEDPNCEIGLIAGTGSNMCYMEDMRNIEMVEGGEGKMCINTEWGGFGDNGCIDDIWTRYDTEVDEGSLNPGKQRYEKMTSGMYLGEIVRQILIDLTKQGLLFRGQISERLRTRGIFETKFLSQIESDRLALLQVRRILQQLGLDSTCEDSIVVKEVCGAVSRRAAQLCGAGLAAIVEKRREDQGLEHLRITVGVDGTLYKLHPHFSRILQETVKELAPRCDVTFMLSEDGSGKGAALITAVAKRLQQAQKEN
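Test system: Recombinant HKDC1 (HK5) hexokinase enzyme, produced in-house | Input: HKDC1 at 5 µg/mL | Buffer or medium: Tris pH 8.0 buffer with MgCl2, Tween-20, BSA, BME | Schedule: 90 min reaction incubation at room temperature, dark | Technique: Resazurin-to-resorufin fluorescence via G6PDH and diaphorase coupling, 525/613 nm | Controls: DMSO wells with and without enzyme mix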
UBC13 inh: blocks human UBC13 polyubiquitin chain formation. P61088. TR-FRET. inhibition, % at 20 µM. 330,000 compounds, 0.47% hits. AID 485273; in the data active = inhibition above about 45%, passing the limit was not always enough
Target sequence (P61088 whole entry, looked up): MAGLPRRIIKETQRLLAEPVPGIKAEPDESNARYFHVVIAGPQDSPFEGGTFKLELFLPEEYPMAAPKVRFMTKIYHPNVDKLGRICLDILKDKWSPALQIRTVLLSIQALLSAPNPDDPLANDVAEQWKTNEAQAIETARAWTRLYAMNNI
Gli-Sufu block: Gli-Sufu pathway antagonism | Sufu-KO-LIGHT fibroblasts, Gli luciferase reporter luminescence | inhibition, % at 5 µM | 340,000 compounds, 0.74% hits;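 active = inhibition above about 55%, limit read from the data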;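 note: 0% = DMSO-treated cells and 100% = wells with medium but no cells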
Apaf-1 inh: inhibitors of human Apaf-1 apoptosome. reconstituted apoptosome caspase-3 activity, DEVD-Rh110 fluorescence. inhibition, % at 20 µM. 330,000 compounds, 0.71% hits; active = inhibition of at least 40% at 20 µM;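 note: plate controls were DMSO wells for no effect and DEVD-CHO caspase inhibitor wells for full effect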
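Medium: Hepes buffer, pH 7.5 / System: biochemical Apaf-1 apoptosome reconstitution / Measured by: Rh110 fluorescence, excitation 480 nm, emission 540 nm / Times: compound with Apaf-1, dATP, procaspase-3 30 min, then 50 min reaction, room temperature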
SENP7 inh: SENP7 protease inhibition | inhibition, % at 5 µM | recombinant SENP7, Z-RLRGG-aminoluciferin luminescence, 40 min | 330,000 compounds, 1.5% hits;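 active = inhibition above about 50% at the single test dose, limit read from the data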;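 note: plate controls were DMSO with enzyme for no effect and no enzyme buffer wells for full effect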
SENP8 inh: inhibitors of human SENP8 protease. inhibition, % at 10 µM. purified SENP8, Z-RLRGG-aminoluciferin cleavage, luminescence. Q96LD8. 330,000 compounds, 1.2% hits
Jurkat NFkB inh: inhibitors of the PMA/ionomycin-induced NF-kB reporter in Jurkat cells; AID 435003; inhibition, % at 4 µM; 330,000 compounds, 0.53% hits; PMA/ionomycin-induced NF-kB luciferase reporter, luminescence
697 NFkB inh: inhibitors of the PMA/ionomycin-induced NF-kB reporter in 697 B cells; 697 B-cell NF-kB luciferase reporter, 16 h; 330,000 compounds, 0.33% hits; inhibition, % at 4 µM; AID 435022; in the data active = inhibition above about 35%
* = called active by the depositor. Cut-off read from the data, not from the text of the source, unless noted: active = inhibition above about 50%; inactive = the rest.

SMILES	HKDC1 inh	UBC13 inh	Gli-Sufu block	Apaf-1 inh	SENP7 inh	SENP8 inh	Jurkat NFkB inh	697 NFkB inh
CCn1c(Cc2ccccc2)nnc1SCC(=O)Nc1nnc(-c2ccccc2)s1	-10	8	0	-14	3	1	13	15
COc1ccc(/C(N)=N/OC(=O)Cc2cccs2)cc1	-3	5	-85	-10	1	9	-88	-86
O=C(NC(=S)Nc1ccccc1)C1CCCCC1	-4	-3	-16	12	-5	-8	-37	-56
O=C(NC1CC1)C1CCN(c2ccc(S(=O)(=O)N3CCOCC3)cc2Cl)CC1	1	4	3	0	0	1	13	-8
CC(C)c1nc2sc3ccccc3c(=O)c2c(=O)n1Cc1ccccc1	6	8	-1	-29	13	-4	-23	-53
Cc1ccc(S(=O)(=O)N2CCN(CC(=O)Nc3ccnn3C3CCCC3)CC2)cc1	-3	3	-7	3	-1	-2	2	5
COc1ccc(C2=NS(=O)(=O)N(C)C(C(=O)N3CCC(C(N)=O)CC3)=C2)cc1	1	-2	-2	0	6	-5	-11	9
Cc1ccc(C)c(C(=O)CCC(=O)Nc2cccnc2)c1	-2	6	3	0	2	-3	-1	-2
Cc1onc(-c2ccccc2Cl)c1C(=O)N1CCCCC1C(=O)O (stereo not given)	2	6	-2	9	-11	-9	-10	-2
CCc1cc(=O)oc2cc(OCC(=O)N(CC)CC)c(Cl)cc12	2	2	12	-7	5	3	3	13
Cc1cc(=O)oc2cc(OCC(=O)N/N=C/c3ccccc3O)ccc12	4	0	27	4	2	4	2	12
O=C(COc1cccnc1[N+](=O)[O-])NCc1ccc(F)cc1	-2	-1	1	2	5	2	5	4
Cc1cccc2[nH]c(CN(C)C(=O)CC3C(=O)NCCN3CC(C)(C)C)nc12 (stereo not given)	3	1	-4	3	0	-4	-2	5
O=C(Cc1ccccc1)Nc1ccc(NC(=O)Cc2ccccc2)c(Cl)c1	-7	1	8	-8	-5	3	-4	4
Cc1nc(NC(=O)COC(=O)C(NC(=O)c2ccco2)C(C)C)c(Cl)cc1Cl (stereo not given)	4	5	1	4	7	3	3	13
O=C(CSc1nnc(Cc2cccs2)n1-c1ccccc1)Nc1ccc2c(c1)OCCO2	-6	-2	33	0	7	5	19	2
O=c1c2c3c(sc2nc2n1CCCC2)CCCC3	0	10	-83	-5	-1	4	-19	-13
Cc1cc(NC(=O)Cn2nc(-c3cccs3)ccc2=O)cc(C)c1Br	-2	9	-1	17	10	3	13	16
CCOc1ccc(NC(=O)C2CC(=O)N(C(C)C)C2)cc1 (stereo not given)	0	-4	-1	2	8	2	-4	11
O=C(O)Cc1coc2ccc3ccccc3c12	6	1	18	2	-6	4	5	25

Part of the list above in order of formula weight, rising.
SMILES	HKDC1 inh	UBC13 inh	Gli-Sufu block	Apaf-1 inh	SENP7 inh	SENP8 inh	Jurkat NFkB inh	697 NFkB inh
CC(C)c1nc2sc3ccccc3c(=O)c2c(=O)n1Cc1ccccc1	6	8	-1	-29	13	-4	-23	-53
COc1ccc(C2=NS(=O)(=O)N(C)C(C(=O)N3CCC(C(N)=O)CC3)=C2)cc1	1	-2	-2	0	6	-5	-11	9
O=C(CSc1nnc(Cc2cccs2)n1-c1ccccc1)Nc1ccc2c(c1)OCCO2	-6	-2	33	0	7	5	19	2

The listing continues.
SMILES	HKDC1 inh	UBC13 inh	Gli-Sufu block	Apaf-1 inh	SENP7 inh	SENP8 inh	Jurkat NFkB inh	697 NFkB inh
CCCc1cc2c(=O)c(-c3ccccn3)c(C)oc2cc1O	-6	12	-5	-12	-2	-3	0	18
Cc1ccc(S(=O)(=O)Nc2ccc3c(c2)nc2n3CCN(Cc3ccccc3)C2)cc1	3	3	2	2	-3	-4	9	6
CCn1c(=O)n(CC)c2cc(NS(=O)(=O)c3ccccc3)ccc21	-3	20	17	-3	4	1	9	32
O=C(O)CC1(CC(=O)NCc2ccncc2)CCCCC1	0	3	7	-3	3	6	24	-3
COC(=O)c1ccc(NC(=O)COC(=O)COc2cccc3c2OC(C)(C)C3)cc1	-4	7	3	8	4	-3	0	16
CCc1nccn1Cc1cc(C=O)ccc1OC	2	-13	-12	-1	9	-3	4	3
O=S(=O)(NCC1CCCO1)c1cc(Br)c(Br)s1 (stereo not given)	-9	0	8	3	-2	2	14	-18
Cc1sc2nc(SCC(=O)NCCO)n(-c3ccccc3)c(=O)c2c1C	-11	4	2	-9	3	2	-5	16
COc1ccc([N+](=O)[O-])cc1NC(=O)c1cn(-c2ccc(Cl)cc2)c(=O)c2ccccc12	-5	-3	6	2	-3	-1	6	22
O=C(NCCN1CCOCC1)c1ccc2c(c1)ncn2C1CCCCC1	-4	11	-14	3	-6	-4	-1	-5
CC12CCC(=O)N1C(C(=O)NCCc1ccccc1)CS2 (stereo not given)	-7	12	-11	-9	3	2	13	6
CN1CCN(c2ccc(NC(=O)c3ccc(C(F)(F)F)cc3)cn2)CC1	-4	18	10	-8	-5	-3	12	-4
COc1cccc(NC(=S)N(CCc2nc3cc(C)c(C)cc3[nH]2)Cc2cccnc2)c1	-5	18	0	4	0	0	-9	8
O=C(COC(=O)c1ccc(O)cc1O)c1ccc(Cl)cc1	0	2	-34	10	-11	-7	-12	-19
O=C1CC(c2ccc(Cl)c([N+](=O)[O-])c2)c2ccc3ccccc3c2N1 (stereo not given)	-5	5	18	17	11	-4	4	-6
COc1cc(C2c3c(oc4ccccc4c3=O)C(=O)N2Cc2ccco2)ccc1O (stereo not given)	-10	5	5	-2	1	-1	-9	7
Nc1ccc(-c2nc3cc(N)ccc3s2)cc1	11	-5	-122	-20	90*	84*	-174	-94
COc1ccc(-c2noc(-c3ccc(Cl)cc3)n2)cc1	3	-4	-112	1	20	-14	-139	-143
COc1cc(C(=S)N2CCOCC2)cc(OC)c1OC(=O)c1ccccc1[N+](=O)[O-]	-4	4	-20	16	3	-6	-6	-1
Cc1nc(N)sc1-c1csc(N(C)c2ccc(O)cc2)n1	-8	6	-6	-3	-4	-9	4	14
CC(C)=CCN1CCN(Cc2cc(F)ccc2-n2nc(C)cc2C)CC1CCO (stereo not given)	8	-4	19	-19	5	-4	5	3
N#C/C(=C\c1ccccc1OCc1ccc(C(=O)O)cc1)C(=O)Nc1ccc(O)cc1	5	-8	-5	1	-13	0	-13	10
CCc1ccc(CN2CCC(n3nccc3NC(=O)c3cccc(F)c3)CC2)cc1	-3	10	25	7	-5	-8	-1	4
Cc1cccc(NC(=O)COC(=O)[C@@H]2CCCN2C(=O)c2cccs2)c1	-8	7	6	7	-3	0	-5	10
O=C(NNC(=O)c1ccc(-n2cncn2)c([N+](=O)[O-])c1)c1ccccc1	-6	-1	-1	8	4	-9	-5	-11
Cc1ccc(N2C(=O)c3ccccc3C2C(=O)c2ccc(C)c(C)c2O)cc1 (stereo not given)	4	-4	1	1	6	3	-43	-24
CC1(Br)C2CCCC1C2S(=O)(=O)c1ccccc1 (stereo not given)	-7	-3	-7	3	-7	-7	-5	17
Cc1ccc(C(=O)Nc2ccc(Cl)cn2)cc1S(=O)(=O)N1CCOCC1	-2	1	-8	11	6	-4	-1	11
O=C(NNC(=O)c1ccccc1Br)c1ccc(Cl)c(Cl)c1	-2	8	2	-1	-3	-2	-12	20
COc1ccccc1C(=O)N/C(=C\c1cn(C)c2ccccc12)C(=O)N1CCCC1	-9	7	4	1	-3	1	-3	3
Cc1nccn1CCC1CCCCN1C(=O)CCc1nnc(-c2ccsc2)o1 (stereo not given)	-14	-2	-2	10	-1	-3	-3	-7
COc1ccc(CCNC(=O)CSc2nc(N)c(C#N)c(-c3cccs3)c2C#N)cc1OC	-7	2	-1	-11	2	8	5	13
CC1CN(C(=O)CCNC(=O)c2ccc(Br)cc2)CC(C)O1 (stereo not given)	-4	-2	-4	-8	-6	8	8	11
COc1ccc(C(=O)N2CCN(CCc3ccccn3)CC2)cc1	0	1	1	3	5	0	-31	-22
COc1cccc(-n2c(SC)nnc2-c2c[nH]c3ccccc23)c1	3	15	-11	12	6	7	-5	4
Cc1cc(C)n(-c2cccc(Cl)c2)c(=O)c1C#N	-1	-8	3	8	-6	-5	-9	-17
COc1ccc(CC(=O)OCC(=O)NC2CCCCC2)cc1OC	-10	-4	2	-2	-7	7	10	-2
N#CC12C(N)=NC3(OCCO3)C1(C#N)C1=C(CCC1)NC2c1ccccc1 (stereo not given)	-3	-1	-2	-4	5	-1	5	17
Cc1cccc(OCC(=O)OCC(=O)c2c(N)n(C)c(=O)n(C)c2=O)c1	-8	-6	1	-1	2	-6	-12	-6
Brc1cc2c(cc1CSc1ncccn1)OCO2	0	8	8	8	-4	-3	-5	-12

Among those listed so far, 3 have a furan ring, fused or not:
SMILES	HKDC1 inh	UBC13 inh	Gli-Sufu block	Apaf-1 inh	SENP7 inh	SENP8 inh	Jurkat NFkB inh	697 NFkB inh
Cc1nc(NC(=O)COC(=O)C(NC(=O)c2ccco2)C(C)C)c(Cl)cc1Cl (stereo not given)	4	5	1	4	7	3	3	13
O=C(O)Cc1coc2ccc3ccccc3c12	6	1	18	2	-6	4	5	25
COc1cc(C2c3c(oc4ccccc4c3=O)C(=O)N2Cc2ccco2)ccc1O (stereo not given)	-10	5	5	-2	1	-1	-9	7

Following part:
SMILES	HKDC1 inh	UBC13 inh	Gli-Sufu block	Apaf-1 inh	SENP7 inh	SENP8 inh	Jurkat NFkB inh	697 NFkB inh
Cc1ccc(NC(=O)CN(C)C(=O)COC(=O)/C=C/c2cccs2)cc1	-2	3	-1	9	0	-3	10	12
O=C(COc1ccc(Br)cc1Br)NC1CCCC1	2	-8	-48	14	5	-8	-16	-139
Cc1cc(C)c(NC(=O)CSc2nc3ncc(Br)cc3[nH]2)c(Cl)c1	-6	-12	-19	4	17	-13	-10	-19
Cn1c2ccccc2c2ncn(CCCN3CCOCC3)c(=O)c21	4	7	-1	1	7	7	-11	-2
CCC1CN(C(=O)Nc2ccc(C)cc2)c2cc(C)ccc2O1 (stereo not given)	-4	4	-21	8	7	-1	2	-3
O=C(O)Cn1c(CCS(=O)(=O)c2ccc(Br)cc2)nc2ccccc21	-11	-1	-8	2	-4	-3	6	2
N#Cc1nc(COc2ccccc2)oc1N1CCCCC1	-5	4	-9	-1	-4	1	8	-7
Cc1cccc2cc(-c3nc4ccc(C(=O)O)cc4[nH]3)c(=O)oc12	32	-5	6	7	86*	86*	17	-166
O=C(O)CCCC(=O)NS(=O)(=O)c1ccc(Cl)cc1	1	5	-3	2	-1	1	-1	15
O=C(CCCOc1ccc(Cl)cc1Cl)NCCc1nnc2ccccn12	-4	-2	-11	11	-1	-10	-15	-27
Fc1cccc2sc(Nc3nnc(-c4ccccc4)o3)nc12	17	-6	-30	9	45	63*	-42	-112
O=S(=O)(Cc1cc(NCc2ccccc2)nc(-c2ccccn2)n1)c1ccccc1	7	-10	12	3	3	-5	-9	19
CCN(CC)c1ccc(S(=O)(=O)N(CC)CC)cc1NC(=O)c1cccnc1	-4	13	11	-2	2	-1	4	8
CC(=O)NC(c1ccccc1)c1cccnc1 (stereo not given)	-7	1	-8	2	3	-2	-1	1
COc1ccc(OC)c2c(N3CC(C)OC(C)C3)cc(C(F)(F)F)nc12 (stereo not given)	0	-1	-2	13	-9	-8	-6	9
COc1cc(C(=O)O/N=C(\N)c2cccc([N+](=O)[O-])c2)cc(OC)c1OC	-2	4	4	-10	2	3	9	6
COCCn1c(=S)[nH]c2cc(OC)c(OC)cc2c1=O	3	3	-1	-93	-8	-6	1	22
O=C1C2C3c4ccccc4C(c4ccccc43)C2C(=O)N1c1cccnc1 (stereo not given)	-7	-6	-1	9	7	-5	-6	7
O=C(NC1CC1)c1sccc1-n1cccc1	1	3	2	-5	3	4	7	-7

Already shown: three of the compounds above.
SMILES	HKDC1 inh	UBC13 inh	Gli-Sufu block	Apaf-1 inh	SENP7 inh	SENP8 inh	Jurkat NFkB inh	697 NFkB inh
Cc1ccc(NC(=O)CN(C)C(=O)COC(=O)/C=C/c2cccs2)cc1	-2	3	-1	9	0	-3	10	12
O=C(COc1ccc(Br)cc1Br)NC1CCCC1	2	-8	-48	14	5	-8	-16	-139
Cc1cc(C)c(NC(=O)CSc2nc3ncc(Br)cc3[nH]2)c(Cl)c1	-6	-12	-19	4	17	-13	-10	-19
